Source: PubChem (Fisher Drug Discovery Resource Center)
mcGAS inh = cyclic GMP-AMP synthase inhibitors, mouse, primary biochemical chemiluminescence | recombinant cGAS, Kinase-Glo ATP depletion luminescence | 160,000 compounds, 0.15% hits | Q8C6L5 | inhibition, % at 12.5 µM;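 note: 0% = negative control wells and 100% = reference inhibitor with no enzyme activity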
NPYLR7 agonist = agonists of mosquito NPYLR7 receptor, primary screen, cell-based, Aedes aegypti, calcium fluorescence, mosquito biting behavior | Aedes aegypti neuropeptide Y-like receptor 7 (NPYLR7) | HEK293T NPYLR7/Galpha15, GCaMP6s calcium fluorescence | activation, % at 10 µM | 270,000 compounds, 0.15% hits | AID 1259423, 2018; in the data active = activation above about 40%;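 note: 0% = vehicle and 100% = reference agonist at the receptor; some compounds past the cut are filed as inactive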
hcGAS inh = Primary biochemical luminescence assay for human cyclic GMP-AMP synthase inhibitors; AID 1259398, 2018; Q8N884; recombinant h-cGAS, ATP depletion, Kinase-Glo luminescence; 290,000 compounds, 0.081% hits; inhibition, % at 12.5 µM;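 note: 0% = vehicle reaction and 100% = reaction without DNA for no activity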
Target sequence (Q8N884 whole entry, looked up): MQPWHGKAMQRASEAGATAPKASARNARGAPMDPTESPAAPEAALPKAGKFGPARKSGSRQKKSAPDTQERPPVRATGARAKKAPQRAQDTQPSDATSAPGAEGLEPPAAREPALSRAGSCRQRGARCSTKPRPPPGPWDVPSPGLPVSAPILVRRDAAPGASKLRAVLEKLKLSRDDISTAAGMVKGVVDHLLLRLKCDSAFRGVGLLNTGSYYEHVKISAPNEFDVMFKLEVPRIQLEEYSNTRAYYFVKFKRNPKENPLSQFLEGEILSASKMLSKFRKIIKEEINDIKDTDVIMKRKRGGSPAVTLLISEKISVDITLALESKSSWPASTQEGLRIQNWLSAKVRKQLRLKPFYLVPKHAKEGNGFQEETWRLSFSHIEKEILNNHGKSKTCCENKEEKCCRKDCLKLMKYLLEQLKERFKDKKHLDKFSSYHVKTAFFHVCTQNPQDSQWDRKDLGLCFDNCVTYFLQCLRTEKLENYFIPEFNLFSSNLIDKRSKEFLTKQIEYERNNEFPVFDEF
Numbers without * were called inactive; . = not tested or not shown; & = joins results of further samples. Cut-off read from the data, not from the text of the source, unless noted: active = inhibition above about 40%; inactive = the rest.

SMILES	mcGAS inh	NPYLR7 agonist	hcGAS inh
COc1ccc(C2=NN(C(=O)CCC(=O)O)C(c3cccc([N+](=O)[O-])c3)C2)cc1 (stereo unspecified)	-2.2	-5.1	-1.7
Nc1ccc(C23CC4CC(CC(CO)(C4)C2)C3)cc1	.	10.0	1.6
Cn1ccnc1SCCNC(=O)c1cn(-c2ccccc2)nn1	-10.7	1.8	-6.4
O=C(c1ccccc1)C1CCN(S(=O)(=O)NCc2ccccc2)CC1	.	5.3	-3.9
COc1ccccc1-n1c(SCC(=O)N2CCCC2)nc2c(c1=O)SCC2	-8.4	-6.2	-8.3
CCCCCCCCCCCCSCCOCn1cc(F)c(=O)[nH]c1=O	.	1.0	6.7
CCNC(=O)[C@H]1O[C@@H](n2cnc3c(N)nc(NCCc4ccc(CCC(=O)O)cc4)nc32)C(O)[C@H]1O (stereo partly specified)	-0.1	-8.1	0.2
CCOC(=O)c1cc(-c2cccc(NC(=O)c3c(F)cc(OC)cc3F)c2)n(-c2cccc(C)c2)n1	-5.9	22.4	-4.0
C#CCn1c(=NC(=O)c2ccn(CC)n2)sc2cc(F)ccc21	.	-1.0	2.4
CSc1ncc(CNC(=O)CC2CCN(C(C)C)CC2)n1C	-0.5	.	2.7
CC(C)c1ccc(C2CC(c3ccc(Br)cc3)n3nnnc3N2)cc1 (stereo unspecified)	.	26.2	-6.8
COc1cc(C)ccc1Oc1cc(N2CCN(C(=O)c3cccc(Cl)c3)CC2)ncn1	-7.4	-8.3	-9.3

9 structures out of the list, arranged by length of the SMILES, highest first:
SMILES	mcGAS inh	NPYLR7 agonist	hcGAS inh
CCNC(=O)[C@H]1O[C@@H](n2cnc3c(N)nc(NCCc4ccc(CCC(=O)O)cc4)nc32)C(O)[C@H]1O (stereo partly specified)	-0.1	-8.1	0.2
CCOC(=O)c1cc(-c2cccc(NC(=O)c3c(F)cc(OC)cc3F)c2)n(-c2cccc(C)c2)n1	-5.9	22.4	-4.0
COc1ccc(C2=NN(C(=O)CCC(=O)O)C(c3cccc([N+](=O)[O-])c3)C2)cc1 (stereo unspecified)	-2.2	-5.1	-1.7
COc1cc(C)ccc1Oc1cc(N2CCN(C(=O)c3cccc(Cl)c3)CC2)ncn1	-7.4	-8.3	-9.3
COc1ccccc1-n1c(SCC(=O)N2CCCC2)nc2c(c1=O)SCC2	-8.4	-6.2	-8.3
O=C(c1ccccc1)C1CCN(S(=O)(=O)NCc2ccccc2)CC1	.	5.3	-3.9
C#CCn1c(=NC(=O)c2ccn(CC)n2)sc2cc(F)ccc21	.	-1.0	2.4
CCCCCCCCCCCCSCCOCn1cc(F)c(=O)[nH]c1=O	.	1.0	6.7
Cn1ccnc1SCCNC(=O)c1cn(-c2ccccc2)nn1	-10.7	1.8	-6.4

Additional structures:
SMILES	mcGAS inh	NPYLR7 agonist	hcGAS inh
CCc1noc(CCNC(=O)Cn2ncc3ccccc32)n1	.	23.0	-8.9
CC(C)OCCCNC(=O)NC(=O)CSc1nnc(Nc2ccccc2F)s1	-3.0	5.1	1.3
CCc1ccccc1-c1cncc(C(N)=O)c1	-15.7	14.6	-1.5
Oc1oc(-c2ccc(Cl)cc2)nc1C=Nc1ccccc1Cl	.	0.3	-1.6
CCOC(=O)C1(C)CCCN1C(=O)c1cccc(OC(F)(F)F)c1 (stereo unspecified)	.	-3.0	-17.5
Cc1cccc(OCC2c3ccsc3CCN2C(=O)CNCc2ccco2)c1 (stereo unspecified)	.	-0.7	-2.1
COc1ccc(OC)c(-c2nc3cc(C)cc(C)n3c2NCc2ccccc2)c1	-8.2	12.3	-6.1
Cc1nc2nnc(N)n2nc1C	.	-15.9	3.1
CCOc1cccc2cc(C(=O)Nc3ccc(Oc4ccccc4)cc3)c(=O)oc12	-5.2	-8.9	-1.2
Cc1cc(C)c2nonc2c1S(=O)(=O)N1CCCC(N2CCCC2=O)C1 (stereo unspecified)	-13.1	4.7	-6.0
CCOC(=O)N1CCN(C(=O)CSc2nc(=O)n3ccccc3n2)CC1	-7.8	1.6	-8.0
CCCc1[nH]n(-c2ccc(C)cc2C)c(=O)c1C1=C([n+]2ccccc2)C(=O)N(c2ccc3c(c2)OCO3)C1=O	-11.0	4.9	-11.2
COc1ccccc1-n1c(-c2ccc(Cl)cc2)cc(C(=O)N2CCN(C(=O)c3ccc(F)cc3)CC2)c1C	-4.5	-4.6	-6.4
O=C(Nc1ccc(-c2cscn2)cc1)C1CCCN(C(=O)CN2CCCC2=O)C1 (stereo unspecified)	.	0.0	-8.2&-4.5
CCCN(Cc1nccn1C)C(=O)c1cccc(CC2CCNCC2)c1	-9.2	4.6	-3.6
O=[N+]([O-])c1cc(O)c(N=Cc2ccco2)cc1Cl	7.1	-0.1	-1.3
COC(=O)CCc1c(C)nn(-c2ccc(C(=O)NCC3CCCO3)cc2)c1C (stereo unspecified)	-0.9	4.3	-1.5
S=c1[nH]nc(-c2nccc3ccccc23)n1Cc1ccccc1	-3.0	-6.9	-4.7
CC1CCCN1C(=O)c1ccc(-c2ccc(C3CCCCC3)cc2)s1 (stereo unspecified)	2.6	2.9	1.2
CCc1c(C)c(C(=O)NCCN2CCOCC2)n(Cc2ccccc2F)c1C	-5.0	22.7	-4.9
O=C(Cc1cc(F)cc(F)c1)N1CCc2c(sc3[nH]c(=O)n(-c4ccc(Cl)cc4)c(=O)c23)C1	-4.1	4.0	-2.9
OCC(CO)N1CCCC1c1nc(-c2ccccc2)no1 (stereo unspecified)	-10.4	0.6	-4.5
Cc1ccccc1OCc1ccc(-c2nc(C#N)c(NC3CC3)o2)o1	-2.8	0.2	5.0
CCC(Oc1ccc2c(c1)C(c1cccc(C)c1)N(C(=O)C1CC1)CC2)C(=O)N1CCOCC1 (stereo unspecified)	-3.7	.	-2.3
O=C(NCCNS(=O)(=O)c1ccc(Cl)cc1)C1COCCO1 (stereo unspecified)	.	18.5	-4.6
Cc1cc(=O)[nH]cc1C(=O)N1CCC(CN2CCc3ccccc32)CC1	.	8.2	-6.6
CC1CCCCC1NC(=O)c1ccc2c(c1)CCCN2S(C)(=O)=O (stereo unspecified)	-7.0	-1.5	-6.1
COc1cccc(C(=O)N(Cc2csc(COc3cc(Cl)ccc3Cl)n2)C2CC2)c1	-4.2	.	4.4
COc1ccc(OC)c(C2c3cccn3-c3ccccc3N2C(=O)CN(C(=O)c2ccc(C)c([N+](=O)[O-])c2)C(C)C)c1 (stereo unspecified)	-3.7	14.7	-4.0
O=S(=O)(Nc1ccc(N2CCOCC2)cc1)c1c(F)cc(F)cc1Br	.	0.5	-3.6
O=C1CCCN1CC(O)CN1CCC(=O)N(CC2CC2)Cc2cc3c(cc21)OCO3 (stereo unspecified)	-1.6	9.9	-10.5
CC1CN(C)CCN1C(=O)Cn1ccc(=O)c2ccccc21 (stereo unspecified)	-16.6	4.4	-6.4
CC1(C)CC(C(C#N)C#N)=CC(=NCc2ccco2)C1	.	3.3	-2.8
CN(C)c1ccc(-c2nc3ncc(Cl)c(N4CCN(CC(=O)Nc5nccs5)CC4)c3[nH]2)cc1	-11.0	-9.5	-3.5
COc1cccc(CN2C(=O)NC(C)(C3CCN(C(=O)/C=C/c4cccc(F)c4)CC3)C2=O)c1OC (stereo unspecified)	-11.3	29.8	-4.3
Nc1ccn([C@@H]2CS[C@H](CO)O2)c(=O)n1	.	-1.9&-10.2	-2.0&-2.3
N#Cc1c(NC(=O)COc2cccc(F)c2)sc2c1CCCC2	1.0	-1.4	5.9
O=C(O)c1cccnc1Sc1ncn[nH]1	.	-1.1	-4.8
O=C(c1ccco1)N1CCCN(Cc2ccc3cccc(O)c3n2)CC1	-2.4	20.5	-1.0
O=C(c1sccc1OC(F)F)N1CCN(CC(F)F)CC1	.	7.3	-8.7
CCOc1ccc(NC(=O)N2CCN(c3cc(C)nc(-c4cccc(C(F)(F)F)c4)n3)CC2)cc1	-6.6	-4.3	-8.9
COC(C(=O)Nc1ccnn1C1CCN(C(=O)C2=C(C)OCCO2)CC1)c1ccccc1 (stereo unspecified)	-9.6&-3.5	9.0&-2.7	-2.3&-1.5
CCCCC(=O)Nc1ccc(NC(=O)c2cccc(O)c2C)cc1	-17.6	8.9	-4.0
COc1ccc(-c2csc(NC(=O)CCNC(=O)c3ccc(F)cc3F)n2)c(OC)c1	-5.1	-0.3	-3.9
Cc1ccc2nc(N3CCN(C(=O)C4CCCN4S(=O)(=O)c4cccs4)CC3)sc2c1 (stereo unspecified)	-8.1	2.3	-4.1
CN=C1SC(CC(=O)NC(C)C)C(=O)N1C (stereo unspecified)	.	3.0	-1.3
O=C(CCn1c(=O)oc2ccccc21)Nc1nc2c(ccc3ccccc32)s1	.	3.8	-3.3
CCOC(=O)C1=C(C)N(Cc2cccs2)C(=O)NC1c1cccc(F)c1 (stereo unspecified)	.	-0.7	-13.4
O=C(c1cc(C(F)(F)F)cc(C(F)(F)F)c1)N1CCc2nc(-c3ccccc3)nc(N3CCOCC3)c2C1	1.1	-3.8	2.3
COCCCN(CC(=O)Nc1cc(-c2ccccc2)nn1-c1ccc(F)cc1)C(=O)Nc1c(C)cccc1C	2.4	-11.1	12.4
CC(C)(C)C(=O)NCCc1csc2nc(-c3cccs3)nn12	-4.9	-3.5	-0.9
CCOC(=O)c1ccc(N2CC(C(=O)Nc3nc(C)cs3)CC2=O)cc1 (stereo unspecified)	.	2.1	-8.2
COc1ccccc1CNC(=O)N1CCN(CC(OCc2ccc(C(F)(F)F)cc2)c2ccc(Cl)cc2)CC1 (stereo unspecified)	2.7	.	3.2
Cc1c(C)n2c3c(=O)n(CCN4CCCCC4)c(=O)n(C)c3nc2n1-c1ccc(F)cc1	.	-2.7	-9.7
COc1cccc(-n2sc3c(c2=S)-c2cc(OC)ccc2NC3(C)C)c1	.	-1.0	-15.9
CCc1ccc(C=Nc2ccc(O)cc2)s1	.	-0.9	-3.8
COc1ccc(N2CCN(C(=O)c3csc(CSc4nnc(Cc5ccccc5)n4-c4ccccc4)n3)CC2)cc1	0.7	-13.8	1.2
Cc1cccc(NC(=O)CSc2nc3ccccc3s2)c1C	-2.3	1.7	-3.9
Cc1cc(C)nc(SCc2cc(=O)c(OC(=O)COc3ccc(Cl)cc3Cl)co2)n1	1.1	-16.9	-0.3
Cc1nc(SCc2cc(=O)n3c(C)csc3n2)c2c(C)c(C)sc2n1	.	4.5	-1.2

Full records as entered above.
O=C(c1cc(C(F)(F)F)cc(C(F)(F)F)c1)N1CCc2nc(-c3ccccc3)nc(N3CCOCC3)c2C1 is entered as mcGAS inh: 1.1; NPYLR7 agonist: -3.8; hcGAS inh: 2.3
CCOC(=O)c1cc(-c2cccc(NC(=O)c3c(F)cc(OC)cc3F)c2)n(-c2cccc(C)c2)n1 is entered as mcGAS inh: -5.9; NPYLR7 agonist: 22.4; hcGAS inh: -4.0

Later entries.
SMILES	mcGAS inh	NPYLR7 agonist	hcGAS inh
COc1ccc(OC)c(CN(Cc2ccc(F)cc2)Cc2nc(C(=O)NCc3ccco3)co2)c1	-3.3	10.0	1.1
CCOc1cc(C=CC(=O)N2CCCCC2C(=O)OC)ccc1OCCOc1ccccc1 (stereo unspecified)	-3.2	-0.8	-4.0
CCCc1[nH]n(-c2ccccc2)c(=O)c1C1=C([n+]2cccc(C)c2)C(=O)N(CC(C)C)C1=O	-12.3	-2.3	-14.7
Cc1ccc(-c2csc3nc(CCC(C)C)[nH]c(=O)c23)s1	.	7.1	-14.3
CCOC(=O)c1ccc(N=CC(C#N)c2nc3ccccc3s2)cc1 (stereo unspecified)	-8.3	0.7	-6.0
Cc1nn(C)cc1-c1ccnc(N(C)CC2COc3ccccc3O2)n1 (stereo unspecified)	.	-2.4	-0.2
CCc1cc(N2CCN(c3ccccc3Cl)CC2)nc(SCc2ccc(C(=O)N3CCCC3)cc2)n1	-5.0	-0.7	-6.7
O=C(O)C=Cc1ccc(Br)o1	.	-6.4	10.9
Cc1noc(C)c1NC(=O)c1ccc(CN2CCCCC2c2ccn(C)n2)cc1 (stereo unspecified)	-17.8	3.1	-2.0
Cc1cc2occ(CC(=O)NC3CCS(=O)(=O)C3)c2cc1C(C)C (stereo unspecified)	-5.6	-3.2	-11.6
O=S(=O)(NCC1(N2CCOCC2)CCCCC1)c1cccs1	.	-0.1	-11.9
CCOCCOc1nc(-c2ccc3c(c2)OCO3)n(-c2ccc(NC(=O)c3cccc(Br)c3)cc2)n1	-8.6	.	-2.6
Cc1ccc(-c2nc(SC3CCOC3=O)n[nH]2)cc1 (stereo unspecified)	.	-3.1	12.1
O=S(=O)(NC1CCCN(c2cc(-c3ccncc3)[nH]n2)C1)c1ccc(Cl)cc1 (stereo unspecified)	.	-8.9	1.3
O=C(Cn1cc(C2CC2)nn1)N1CCCc2cccc(Cl)c21	.	-0.8	-2.2
Cc1c(Br)c(C(F)(F)F)nn1CC(=O)Nc1ccc(Oc2cc([N+](=O)[O-])cc([N+](=O)[O-])c2)cc1	.	-0.5	1.2
O=C(CCn1cnc2ccccc2c1=O)Nc1cc2c(cc1Br)OCCO2	.	-0.3	-6.9
Cc1cc(=O)n2c(n1)NC(N1CCOCC1)=NC2c1ccccn1 (stereo unspecified)	-6.6	2.3	-6.7
COc1ccc(NC(=O)N2CCN(C(C(=O)N3CCCCC3)C3CCCC3)CC2)cc1 (stereo unspecified)	0.2	-19.3	-3.7
CC(=O)Nc1nc2ccc(NC(=O)c3sc4ccccc4c3Cl)cc2s1	-7.9	-4.9	-5.8
COCCCN(CC(=O)N(CCc1c[nH]c2ccccc12)Cc1ccc(F)cc1)S(=O)(=O)c1ccc(F)cc1	-6.0	2.2	-3.6
CC(C)CN(CC#Cc1ccccc1)C(=O)C(C)N1CCN(C)CC1 (stereo unspecified)	.	-2.9	-6.4
